SENP8 inh: SENP8 (human) protease inhibition | 0.64% of 360,000 active | recombinant SENP8, Nedd8 substrate fluorescence | inhibition, % at 20 µM | Q96LD8 | AID 602440; in the data active means inhibition mostly above about 40%, no sharp cut-off; inactive means mostly below about 27%
Target sequence (Q96LD8 whole entry, looked up): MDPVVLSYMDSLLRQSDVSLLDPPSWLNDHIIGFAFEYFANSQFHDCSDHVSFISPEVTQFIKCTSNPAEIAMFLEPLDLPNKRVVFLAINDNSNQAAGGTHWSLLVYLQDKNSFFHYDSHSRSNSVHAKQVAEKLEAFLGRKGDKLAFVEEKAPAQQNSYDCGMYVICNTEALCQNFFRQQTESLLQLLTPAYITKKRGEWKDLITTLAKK
GRIN3A LBD mod: modulators (binders) of human NR3A ligand-binding domain; 2.5% of 340,000 active; NR3A LBD differential scanning fluorimetry, Tm shift; 0% = protein alone, 100% = glycine-bound protein; Tm shift relative to glycine control, % at 25 µM;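 active means melting temperature shift of at least 10% of the positive control shift, at one fixed dose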
ATG4B inh: inhibitors of human ATG4B cysteine protease | ATG4B cleavage of LC3-PLA2, NBD-HPC fluorescence, 1 h | inhibition, % at 8.33 µM | 0.51% of 340,000 active | AID 504462; in the data active means inhibition above about 40%
Target sequence (Q9Y4P1 whole entry, looked up): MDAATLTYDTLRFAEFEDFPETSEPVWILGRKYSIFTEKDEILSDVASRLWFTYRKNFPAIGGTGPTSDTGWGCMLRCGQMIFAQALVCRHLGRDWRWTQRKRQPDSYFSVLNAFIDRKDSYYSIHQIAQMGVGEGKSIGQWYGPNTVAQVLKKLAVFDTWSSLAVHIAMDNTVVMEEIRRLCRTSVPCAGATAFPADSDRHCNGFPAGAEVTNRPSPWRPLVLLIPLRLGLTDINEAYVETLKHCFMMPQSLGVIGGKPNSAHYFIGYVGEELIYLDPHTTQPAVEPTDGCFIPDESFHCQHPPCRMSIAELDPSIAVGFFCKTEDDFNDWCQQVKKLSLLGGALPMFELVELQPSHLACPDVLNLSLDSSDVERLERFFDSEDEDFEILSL
SENP7 block: blocks the human protease SENP7 | 1.5% of 330,000 active | inhibition, % at 5 µM | recombinant SENP7, Z-RLRGG-aminoluciferin luminescence, 40 min;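 active means inhibition above about 50% at the single test dose, limit read from the data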;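 further: plate controls were DMSO with enzyme for no effect and no enzyme buffer wells for full effect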
Target sequence (Q9BQF6 706-1050 limits assumed): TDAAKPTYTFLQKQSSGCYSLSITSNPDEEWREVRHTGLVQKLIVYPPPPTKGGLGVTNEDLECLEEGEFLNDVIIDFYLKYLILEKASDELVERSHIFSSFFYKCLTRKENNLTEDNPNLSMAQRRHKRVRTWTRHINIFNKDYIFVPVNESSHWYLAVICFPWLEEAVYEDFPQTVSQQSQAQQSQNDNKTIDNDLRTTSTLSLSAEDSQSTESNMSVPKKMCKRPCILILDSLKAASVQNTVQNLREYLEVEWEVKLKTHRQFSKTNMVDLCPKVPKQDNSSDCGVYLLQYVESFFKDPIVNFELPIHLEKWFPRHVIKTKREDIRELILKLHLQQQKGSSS
MPTP block: blocks calcium-induced mitochondrial swelling; 1.4% of 360,000 active; isolated mouse mitochondria, Ca2+ swelling absorbance, 30 min; AID 602449; inhibition, % at 10 µM;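 active means inhibition of 50% or more, scaled per plate between neutral and stimulator controls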;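 further: 0% = DMSO wells given calcium and 100% = 1 mM EGTA wells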
PfGluPho inh: PfG6PD (Plasmodium falciparum) enzyme inhibition; PfGluPho enzyme, NADPH resazurin-diaphorase fluorescence; AID 504690; 0.78% of 350,000 active; inhibition, % at 20 µM;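 active means inhibition reaching at least a set limit at 20 µM in the primary screen, cut at about 59% in these data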;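 further: 0% = DMSO wells with substrate and 100% = DMSO wells lacking glucose-6-phosphate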
SENP6 inh: blocks the human protease SENP6. Q9GZR1. Recombinant SENP6 catalytic domain, aminoluciferin luminescence. inhibition, % at 10 µM. 1.8% of 330,000 active;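 active means inhibition above about 50% at the single tested dose, limit read from the data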;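 further: plate controls were DMSO wells with enzyme for no effect and DMSO wells lacking enzyme for full effect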
HKDC1 inhibitor: blocks human hexokinase HKDC1 activity | inhibition, % at 20 µM | recombinant HKDC1, G6PDH/diaphorase resazurin coupled fluorescence | 0.16% of 340,000 active | Q2TB90;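 active means inhibition above about 35% when tested at 20 µM, limit read from the data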;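 further: plate controls were DMSO wells with enzyme for no effect and DMSO wells lacking enzyme for full effect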
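test system = in-house recombinant HK5 (HKDC1) enzyme | amount = HKDC1 at 5 µg/mL | control set = DMSO-enzyme wells negative, buffer-substituted wells positive | compound = one dose of 20 µM, 1% DMSO | schedule = reaction time 90 min, room temperature, protected from light | technique = resorufin fluorescence at 613 nm | reagent = glucose with 1 mM ATP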
* = called active by the depositor; i = inactive; x = not tested or not shown.

Start of the listing, in advance, 4 compounds:
entry	SMILES	SENP8 inh	GRIN3A LBD mod	ATG4B inh	SENP7 block	MPTP block	PfGluPho inh	SENP6 inh	HKDC1 inhibitor
1	O=C(COC(=O)CSc1nnc(-c2ccc(Cl)cc2)o1)Nc1cc(Cl)ccc1Cl	3.5	-0.7	-6.4	-5.3	3.5	-0.2	4.4	-8.9
2	CCOC(=O)c1ccc(N2C(=O)CC(N3CCC(O)(c4ccc(Cl)cc4)CC3)C2=O)cc1 (stereo unspecified)	16.7	-1.0	-11.9	-7.5	5.2	0.0	-11.0	-3.1
3	CCOc1ccccc1NC(=S)NCCCn1ccnc1	5.1	2.2	-8.2	0.9	5.0	0.3	-18.1	-12.7
4	O=C(NCc1cccc(Cl)c1)c1cc(COc2ccc3ncccc3c2)on1	-6.9	-31.0	19.0	-12.7	104.7*	-2.7	-14.3	2.2

All compounds of this part, from the start:
entry	SMILES	SENP8 inh	GRIN3A LBD mod	ATG4B inh	SENP7 block	MPTP block	PfGluPho inh	SENP6 inh	HKDC1 inhibitor
1	O=C(COC(=O)CSc1nnc(-c2ccc(Cl)cc2)o1)Nc1cc(Cl)ccc1Cl	3.5	-0.7	-6.4	-5.3	3.5	-0.2	4.4	-8.9
2	CCOC(=O)c1ccc(N2C(=O)CC(N3CCC(O)(c4ccc(Cl)cc4)CC3)C2=O)cc1 (stereo unspecified)	16.7	-1.0	-11.9	-7.5	5.2	0.0	-11.0	-3.1
3	CCOc1ccccc1NC(=S)NCCCn1ccnc1	5.1	2.2	-8.2	0.9	5.0	0.3	-18.1	-12.7
4	O=C(NCc1cccc(Cl)c1)c1cc(COc2ccc3ncccc3c2)on1	-6.9	-31.0	19.0	-12.7	104.7*	-2.7	-14.3	2.2
5	Cc1cc(C)n2nc(NCc3cccc(Br)c3)nc2n1	-229.2	-3.1	-1.4	-1.3	-1.2	-3.8	-9.0	-0.8
6	CN(C)c1nc(=NCc2cccs2)ss1	15.0	2.4	-1.1	x	-0.6	60.5*	x	-27.3
7	O=C(CSc1nnc(COc2cccc3cccnc23)o1)N1CCc2ccccc21	-12.3	5.5	-0.4	-0.4	0.0	5.9	-8.2	-7.5
8	O=C(CN1C(=O)C2CCCCN2C(=O)c2ccccc21)N1CCCc2ccccc21 (stereo unspecified)	-5.3	-2.3	-6.1	0.1	-0.8	7.0	-13.9	-5.3
9	Cc1ccc(S(=O)(=O)c2c(O)c3ccc(C(=O)O)cc3[nH]c2=O)cc1	-24.5	1.8	-8.6	2.2	-0.8	-17.9	0.8	-1.7
10	CCOc1ccc(S(=O)(=O)Nc2ccc(C(=O)NCC(c3ccccc3)N(C)C)cc2)cc1 (stereo unspecified)	7.4	4.9	16.1	0.1	-0.2	-13.2	-10.4	-2.7
11	CCOC(=O)C(=CNc1cc(C)ccc1-n1cccc1)C(=O)OCC	-53.5	-3.5	-0.7	-8.7	3.4	8.8	-9.7	2.5
12	CCOCCCNC(=O)C(NC(=O)c1ccc(NC(C)=O)cc1)c1ccc(C)cc1 (stereo unspecified)	1.2	-14.8	-5.0	6.7	1.1	-0.6	-5.0	2.6
13	COC(=O)c1ccc(NC(=S)NC2c3ccccc3CC2O)cc1 (stereo unspecified)	14.4	-6.4	-7.1	-2.5	1.2	5.0	-11.1	-3.9
14	O=C(CCNC(=O)c1ccccc1)Nc1ccc(F)c(Cl)c1	3.0	-6.1	1.7	-9.0	2.1	-9.6	5.2	-1.7
15	CC1(O)c2ccccc2C(=O)N1Cc1ccccc1 (stereo unspecified)	6.1	1.0	-0.2	3.0	-1.9	-10.2	-3.7	-6.1
16	C/C(=N/NC(=O)c1cc(C)[nH]n1)c1ccco1	19.7	-2.2	6.2	0.1	0.7	-14.2	-13.1	-3.5
17	Cc1ccc(C)c(-c2nnc(NC(=O)c3ccco3)o2)c1	8.6	-2.3	7.7	4.7	-1.9	5.2	-13.3	4.8
18	CC1CCN(c2c([N+](=O)[O-])c(=O)n(-c3ccccc3)c3ccccc23)CC1	-3.9	0.3	-5.3	4.6	1.2	6.4	-19.4	4.7
19	O=C(CCCCCNC(=O)N1CCn2c1nc1ccccc12)N[C@H](C(=O)O)c1ccccc1	52.4*	-1.9	-29.5	3.0	0.1	6.8	2.0	-3.2
20	Cc1ccc(/C=N/NC(=O)Cc2c(F)cccc2Cl)s1	6.7	0.9	0.7	-0.4	0.4	-7.3	-5.8	-1.1
21	Cc1ccc2c(C)c(C(=O)N(Cc3ccc(F)cc3)C3CCS(=O)(=O)C3)oc2c1 (stereo unspecified)	-13.3	-0.2	-4.7	-10.3	-0.4	-2.4	-17.8	0.1
22	CN(C)S(=O)(=O)N(CC(=O)Nc1cccc(F)c1)c1ccccc1	17.8	-2.5	5.1	4.5	-1.3	12.6	2.6	-6.2
23	CCOC(Cn1c(SCc2cc(C(C)=O)ccc2OC)nc2ccccc2c1=O)OCC	10.9	13.0*	4.1	7.7	4.2	-8.9	16.8	-1.8
24	O=C(NC1CC1)C1CCN(C2CCN(C(=O)Cc3ccc(F)cc3)CC2)CC1	4.8	0.7	25.6	0.1	0.6	-10.7	-7.6	-4.3

Four entries picked at random from the list so far:
entry	SMILES	SENP8 inh	GRIN3A LBD mod	ATG4B inh	SENP7 block	MPTP block	PfGluPho inh	SENP6 inh	HKDC1 inhibitor
23	CCOC(Cn1c(SCc2cc(C(C)=O)ccc2OC)nc2ccccc2c1=O)OCC	10.9	13.0*	4.1	7.7	4.2	-8.9	16.8	-1.8
24	O=C(NC1CC1)C1CCN(C2CCN(C(=O)Cc3ccc(F)cc3)CC2)CC1	4.8	0.7	25.6	0.1	0.6	-10.7	-7.6	-4.3
18	CC1CCN(c2c([N+](=O)[O-])c(=O)n(-c3ccccc3)c3ccccc23)CC1	-3.9	0.3	-5.3	4.6	1.2	6.4	-19.4	4.7
17	Cc1ccc(C)c(-c2nnc(NC(=O)c3ccco3)o2)c1	8.6	-2.3	7.7	4.7	-1.9	5.2	-13.3	4.8

Next section
entry	SMILES	SENP8 inh	GRIN3A LBD mod	ATG4B inh	SENP7 block	MPTP block	PfGluPho inh	SENP6 inh	HKDC1 inhibitor
25	COc1cccc(NC(=O)Nc2cccn(Cc3ccc(C)cc3)c2=O)c1	-218.5	-1.3	-11.3	7.1	0.3	37.9	-37.0	-5.0
26	Cc1cc(C)cc(-n2c(C)cc(C(=S)N3CCOCC3)c2C)c1	10.8	0.9	3.7	3.9	-17.2	18.8	0.7	-8.6
27	O=C1NC(c2ccccc2)(C(F)(F)F)SC2=CCCCCN12 (stereo unspecified)	14.2	-0.6	7.3	-0.6	-1.8	-20.7	-0.2	9.4
28	O=C(O)COc1ccccc1C1C2C(=O)N(c3ccc(F)cc3)C(=O)C2ON1c1ccccc1 (stereo unspecified)	10.3	-1.7	8.2	-3.8	-1.0	-29.4	-10.2	-2.4
29	CC(C)n1cc(C#N)c(N)n1	17.8	-2.8	-6.0	x	0.0	15.4	x	-5.5
30	CCOC(=O)c1cnc2ccc(OCC)cc2c1N1CCN(c2ccccc2)CC1	14.3	3.4	-9.0	-3.4	1.9	16.1	-7.0	4.0
31	O=C1CC2(CCOCC2)Oc2ccc3ccccc3c21	11.2	0.6	-9.2	-5.1	-0.1	2.4	-13.5	0.1
32	Cc1ccc2c(Cl)c(C(=O)Nc3cc(C)on3)sc2c1	14.4	-0.8	-8.3	27.4	0.3	0.4	-3.0	-1.6

Down the list, quoted from above.
Compounds 26–30 in SENP7 block: 3.9, -0.6, -3.8, x, -3.4
Compounds 26–30 in GRIN3A LBD mod: 0.9, -0.6, -1.7, -2.8, 3.4
Compounds 26–30 in SENP6 inh: 0.7, -0.2, -10.2, x, -7.0

(more compounds)
entry	SMILES	SENP8 inh	GRIN3A LBD mod	ATG4B inh	SENP7 block	MPTP block	PfGluPho inh	SENP6 inh	HKDC1 inhibitor
33	Clc1ccc(OCc2cn3ccccc3n2)c2ncccc12	-60.3	-0.8	0.8	0.5	-4.0	-0.7	-7.8	7.8
34	O=C(CN1CCc2ccccc2C1)Nc1ccc(OC(F)(F)F)cc1	8.9	1.4	2.8	2.3	0.4	1.0	-18.8	2.5
35	Cc1cccn2c(=O)c3cc(C(=O)N4c5ccccc5CC4C)n(C)c3nc12 (stereo unspecified)	-301.3	-8.1	0.9	-3.9	1.2	-24.0	-17.7	1.9
36	COc1cc2ccccc2cc1C(=O)OCC(=O)N(CC(C)C)c1c(N)n(Cc2ccccc2)c(=O)[nH]c1=O	i	-1.9	-15.1	10.5	-0.6	-4.8	-9.6	3.5
37	COc1ccc(CC(=O)NCc2nnc(SCC(=O)Nc3cccc(F)c3)n2C)cc1	16.3	-2.7	-1.9	7.9	-0.5	-15.2	-6.1	-2.8
38	CC(C)(C)C1CCC(=NNC(=O)C(=O)NCc2ccco2)CC1 (stereo unspecified)	22.9	0.7	-4.5	-5.0	-0.8	-0.9	-1.2	-4.6
39	COC(=O)C1=C[C@@H](C(=O)OC)[C@@H]2C3=C(C(=O)C2(C)C)[C@H](C)n2c(=O)n(-c4ccccc4)c(=O)n2[C@@H]3C1	3.6	0.1	-9.1	-5.5	-0.5	0.0	-11.0	1.5
40	S=c1nccc(-c2cc(Cl)sc2Cl)[nH]1	-4.9	1.5	1.9	5.8	-2.7	16.1	-23.9	-6.2
41	Cc1cc(NC(=O)Cc2ccccc2)c2ccccc2n1	0.0	0.2	-7.1	-1.2	44.6	13.2	-18.0	-3.8
42	CC(=O)N1CCN(c2nc(-c3cccs3)nc3ccccc23)CC1	-88.9	0.0	-4.8	-7.9	0.3	2.6	4.9	-2.4
43	NC(=O)C1=C[C@@H](c2csc3ccccc23)C[C@@H](OCc2ccc(CO)cc2)O1	0.7	-3.3	-10.9	3.1	-2.9	5.9	-7.6	1.9
44	CC(=O)Oc1ccc2c3c(c(=O)oc2c1)CCCC3	-318.3	-1.3	0.9	-2.6	1.3	11.1	-27.5	-2.1
45	c1ccc(-c2csc(-c3ccncc3)n2)cc1	-36.4	-0.4	-2.0	-5.6	0.8	2.0	9.1	-5.5
46	CSc1ccc(S(=O)(=O)N2CCC(C(=O)NCCCn3ccnc3)CC2)cc1	13.4	0.3	9.2	14.4	0.0	-1.0	-18.5	1.2
47	COc1ccccc1C1CCN(C(=O)c2cnn(-c3ccccc3)c2C)CC1	27.0	-0.1	-11.3	4.6	2.4	4.1	3.1	-5.2
48	O=CNC(Cc1ccccc1)C(=O)O (stereo unspecified)	-0.4	2.6	-12.1	0.7	0.0	-2.0	-8.9	6.4
49	CCCOc1ccc2c3c(c(=O)oc2c1)CCCC3	-387.4	2.2	16.8	4.8	-4.2	18.6	14.7	4.9
50	O=C(NC1CCCC1)C(c1ccncc1)N(C(=O)Cc1cccs1)c1cccc(F)c1 (stereo unspecified)	5.3	-2.0	-4.2	-7.3	0.9	15.4	-13.3	-3.0
51	COc1ccc(S(=O)(=O)N2CCC(C(=O)NCc3ccccc3)CC2)cc1OC	29.5	2.4	-3.3	-6.3	-0.2	-4.8	13.5	-4.6
52	NC(=O)CSc1nnc(-c2ccc(S(=O)(=O)N3CCCC3)cc2)n1Cc1ccco1	10.0	11.1*	-5.5	-3.2	-0.4	11.9	1.9	2.0

Screening data deposited in PubChem BioAssay by Sanford-Burnham Center for Chemical Genomics.
